aSyn yeast inh: alpha-synuclein toxicity inhibition in yeast; Yeast expressing alpha-synuclein, growth rescue, BacTiter-Glo, 24 h; Potency, µM (series often up to 46.1 µM), inactives show top-dose growth rescue (activation), hits mostly activators; 370,000 tested, 0.14% active; AID 652106; further: potency means the concentration at half of the fitted maximal effect; % of control where 0% means no effect; nearly all actives have a fitted effect of over 65% in size
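Screening used galactose-induced yeast with toxic alpha-synuclein levels, exposed to compound for 24 hr at 30 deg C. Cell growth, read with BacTiter-Glo luminescence, gave the measured signal.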
Akt phos inh: inhibitors of Akt phosphorylation; 360,000 tested, 0.32% active; Neuro2A IGF-stimulated pAkt S473 HTRF, 20 min; active compounds read low; activity change, % for hits at 50 µM; in the data active means activity change below about -80%; inconclusive means mostly about -51% to -80%; further: on the % scale 0 is the no-effect control and ±100 the full control effect
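Neuro2A cells (4,500/well, DMEM with 0.5% FBS) were treated with compound at a single 50 µM final concentration, stimulated with 6 nM IGF for 20 min at 37 °C, and lysed. Phospho-Akt Ser473 was read by HTRF as 665/615 ratio ×10^4.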
Mm-Cpn inhibitor: inhibitors of Methanococcus maripaludis chaperonin (MmCpn); purified Mm-Cpn ATPase, ADP Transcreener TR-FRET; Potency, µM (doses to about 76.9 µM), for inactives: top-dose activity, negative = inhibition, most hits filed as inhibitors; 330,000 tested, 0.031% active; further: potency means the concentration at half of the fitted maximal effect; on the % scale 0 is the no-effect control and ±100 the full control effect; nearly all actives have a fitted effect of over 80% in size
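Quantitative HTS used 25 nM Mm-CPN and 10 uM ATP in magnesium/KCl Tris buffer, pH 7.4, with 1 mM DTT. Hydrolysis ran 30 min at 37°C; ADP was read by HTRF.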
GLP1R inv ag: inverse agonists of human GLP-1 receptor; Potency, µM (highest dose often 38.3 µM), without a hit: at the highest dose activity change, negative = inhibition, most hits filed as inhibitors; AID 624417; HEK293 GLP-1R CRE-luciferase, luminescence, 24 h; GLP-1R form is constitutively active; 410,000 tested, 1.6% active; P43220; further: potency means the concentration at half of the fitted maximal effect; on the % scale 0 is the no-effect control and ±100 the full control effect; nearly all actives have a fitted effect of over 55% in size
Target sequence (P43220 whole entry, looked up): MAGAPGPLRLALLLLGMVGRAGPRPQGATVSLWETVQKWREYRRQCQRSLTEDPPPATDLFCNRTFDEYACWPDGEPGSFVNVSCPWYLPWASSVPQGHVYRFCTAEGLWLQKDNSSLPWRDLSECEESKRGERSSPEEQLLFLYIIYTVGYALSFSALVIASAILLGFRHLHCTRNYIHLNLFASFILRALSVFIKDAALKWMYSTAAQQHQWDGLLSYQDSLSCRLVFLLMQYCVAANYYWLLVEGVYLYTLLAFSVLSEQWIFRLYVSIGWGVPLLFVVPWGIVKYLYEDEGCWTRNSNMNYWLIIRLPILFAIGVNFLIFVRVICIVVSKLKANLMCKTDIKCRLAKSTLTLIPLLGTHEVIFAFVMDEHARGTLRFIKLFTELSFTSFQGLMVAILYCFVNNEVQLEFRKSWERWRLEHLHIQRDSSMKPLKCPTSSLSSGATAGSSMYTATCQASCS
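Luminescence readout: a drop in cAMP-driven luciferase signal flags inverse agonism at a constitutively active GLP-1R stably expressed in HEK293. Compound exposure lasted 24 hr at 37 deg C, 5% CO2.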
FUS suppressor: rescues growth of FUS-expressing yeast. S. cerevisiae FUS-expressing, growth rescue, OD600, 24 h. Potency, µM (top dose mostly 76.6 µM), inactives show top-dose growth rescue (activation), hits mostly activators. 390,000 tested, 0.24% active;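 further: potency means the concentration at half of the fitted maximal effect; plate controls were DMSO vehicle for no effect and reference control for full effect; nearly all actives have a fitted effect of over 55% in size; some results filed as inactive show a strong effect at the top dose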
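Steps: raffinose overnight preculture; dilution to OD 0.005 in 2% galactose minimal medium; compound addition (concentration series); 24hr at 30C, 99% humidity; absorbance read at 600 nm.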
PTHR1 ag: PTHR1 (human) receptor agonism. Q03431. HEK293 GP2 PTHR1 cells, GloSensor cAMP luminescence, 1 h. Potency, µM (highest dose often 115 µM), inactives show at the top dose activation, hits mostly activators. 410,000 tested, 0.075% active; further: potency means the concentration at half of the fitted maximal effect; nearly all actives have a fitted effect of over 55% in size; some results filed as inactive show a strong effect at the top dose; inactives centre near -15; many of its hits are not listed in these tables
Target sequence (Q03431 whole entry, looked up): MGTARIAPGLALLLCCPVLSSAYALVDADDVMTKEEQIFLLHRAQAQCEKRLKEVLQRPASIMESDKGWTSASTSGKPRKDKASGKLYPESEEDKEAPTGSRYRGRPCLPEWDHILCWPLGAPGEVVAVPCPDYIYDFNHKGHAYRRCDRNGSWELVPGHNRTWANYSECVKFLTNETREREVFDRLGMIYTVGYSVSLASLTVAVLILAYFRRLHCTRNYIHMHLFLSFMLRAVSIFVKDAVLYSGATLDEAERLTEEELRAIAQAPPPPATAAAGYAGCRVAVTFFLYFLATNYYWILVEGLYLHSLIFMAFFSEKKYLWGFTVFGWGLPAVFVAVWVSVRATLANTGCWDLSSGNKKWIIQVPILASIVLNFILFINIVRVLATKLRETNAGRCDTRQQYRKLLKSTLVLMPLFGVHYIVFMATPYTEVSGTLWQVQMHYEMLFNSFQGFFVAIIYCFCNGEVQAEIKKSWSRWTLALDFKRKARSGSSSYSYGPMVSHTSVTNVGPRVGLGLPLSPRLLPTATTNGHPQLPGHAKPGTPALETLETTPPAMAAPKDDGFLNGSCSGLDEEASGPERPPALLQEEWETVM
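HEK-293-derived GP2 cells expressing PTHR1 and a GloSensor cAMP reporter, 3,000/well, plated overnight, given luciferin plus IBMX (each 0.5 mM as added) for 1 h at 37 °C, then compound for 1 h at 37 °C. Luminescence was read after 15 min at room temperature.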
HEK293 tox: cytotoxicity counter-screen for GLP-1 receptor inverse agonists. HEK293 cAMP-luciferase reporter cells, luminescence, 24 h. Potency, µM (top dose mostly 38.3 µM), for inactives: at the highest dose activity change, negative = inhibition, usual class: inhibitors. 410,000 tested, 0.13% active. AID 624418;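 further: loss of luciferase light is scored as toxicity; potency means the concentration at half of the fitted maximal effect; on the % scale 0 is the no-effect control and ±100 the full control effect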
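To flag toxic compounds, the library was rerun on cells for 24 hr at 37 deg C and 5% CO2. Viability-linked luminescence was captured 12 min after adding luciferase detection reagent.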
Abeta yeast res: A-beta toxicity reversal in yeast | yeast expressing A-beta42, growth rescue, OD600, 48 h; response scale: 0% DMSO, 100% iron-clioquinol control | Potency, µM (highest dose often 46.1 µM), inactives show top-dose growth rescue, hits mostly activators | 410,000 tested, 0.063% active | AID 1347071; further: potency means the concentration at half of the fitted maximal effect; nearly all actives have a fitted effect of over 55% in size
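Yeast growth medium received pinned compounds, then yeast cells expressing toxic A-beta were added; plates incubated at 30 C for 48 hr. Growth read as absorbance at 600 nm, normalized to DMSO and equimolar FeCl3 plus clioquinol controls.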
TDP-43 yeast inh: rescues yeast growth from TDP-43 toxicity | 410,000 tested, 1.8% active | AID 652104 | Potency, µM (titrated, usually from 46.1 µM), inactives show top-dose growth rescue (activation), usual class: activators | TDP-43 expressing yeast growth rescue, BacTiter-Glo, 24 h; further: potency means the concentration at half of the fitted maximal effect; % of control where 0% means no effect; nearly all actives have a fitted effect of over 50% in size
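In this qHTS, compounds that restore growth of yeast expressing TDP-43 appear as activators. Cells (OD600=0.02, galactose medium, raffinose-pregrown) are incubated with compound 24 hr at 30 deg C and growth is quantified by BacTiter-Glo.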
An asterisk follows results filed as active; i = inactive; ? = inconclusive; . = not tested or not shown; [ ] = remark or other dose. Unless noted, the call rests on the fitted dose curve; in most records, active means well fitted curve in the direction sought with a large enough effect; inconclusive means small, poorly fitted or top-dose-only effect, or another doubt; inactive means no such curve, though single readings can be large; an effect the other way counts as inactive or inconclusive. Only part of the results is shown (hit frequency here may not be typical).

No.	SMILES	aSyn yeast inh	Akt phos inh	Mm-Cpn inhibitor	GLP1R inv ag	FUS suppressor	PTHR1 ag	HEK293 tox	Abeta yeast res	TDP-43 yeast inh
1	Cc1cc(C)c2c(=O)cc(CSCC(=O)Nc3nnc(C)s3)[nH]c2c1	.	.	.	3%	-13%	-5%	0%	-15%	13%
2	CCc1ccc(NC(=O)c2sc3nc(C)cc(C)c3c2NC(=O)c2ccccc2OC)cc1	-2%	.	.	14%	-16%	i	-3%	-7%	19%
3	O=C(CN1C(=O)C2(SCC(=O)N2c2ccc(F)cc2)c2ccccc21)NCCc1ccccc1 (stereo not given)	-9%	.	.	-5%	-8%	-34%[inhibitor]	5%	-9%	9%
4	Cc1ccc(S(=O)(=O)N(C)CC(=O)OCC(=O)Nc2ccccc2)cc1	8%	i	-1%	-27%	6%	?	1%	-32%[inhibitor]	-17%
5	N#CC[C@H](Cc1ccccc1)N1CC[C@@H](O)CCC1=O	0%	i	-1%	-7%	-23%	-17%	2%	-6%	4%
6	CCCNC(=O)c1ccc2c(c1)CCN2S(C)(=O)=O	-1%	i	-2%	6%	6%	-9%	-3%	-26%	4%
7	Cc1ccccc1NC(=O)CSc1nc2cc3c(cc2cc1C)CCC3	-9%	.	-19%	-14%	29%	?	-5%	-1%	-23%
8	CN(CC(=O)NCc1ccc(F)cc1)S(=O)(=O)c1cccc2nsnc12	8%	i	-2%	21%	15%	i	-3%	0%	7%
9	CCN(CC)S(=O)(=O)c1ccc2c(c1)c(=O)c(C(=O)NCc1ccccc1Cl)cn2C	.	.	.	3%	-4%	i	-12%	3%	6%
10	CSCCC(NS(=O)(=O)c1ccc2c(c1)oc(=O)n2C)C(=O)NCc1cccs1 (stereo not given)	-3%	i	0%	11%	21%	-8%	-11%	-5%	-5%
11	C=CCNc1nc(N2CCOCC2)c(C#N)c2c1CN(C)CC2	2%	i	0%	18%	19%	i	278%[activator]	-5%	-2%
12	Cc1nn(-c2ccccc2)c(Cl)c1/C=C1\SC(=S)N(C)C1=O	-4%	i	1%	0%	-32%	-19%	5%	14%	5%
13	COC(=O)Nc1ccc(SCC(=O)c2cccc([N+](=O)[O-])c2)cc1	2%	i	-1%	-17%	-1%	-28%	-18%	-4%	?
14	COc1ccc(/C=C/c2nc3cc(-c4ccccc4)ccc3o2)cc1O	-4%	i	-6%	6%	36%	-28%	14%	11%	18%
15	Cc1nn(C)cc1C(C)NC(=O)c1cc(COc2cccc3cnccc23)on1 (stereo not given)	-5%	i	?	28%	6%	-38%[inhibitor]	0%	13%	11%
16	CSCc1ccc(C(=O)N2CCC(CCC(=O)N(C)Cc3ccccc3)CC2)o1	-4%	i	1%	-15%	18%	-12%	-10%	-3%	-11%
17	NC(N)=NC(N)=Nc1ccc(SC(F)(F)F)cc1	-3%	i	-1%	-29%	.	i	-8%	-4%	4%
18	NC(=O)CN1C(=O)C2C3C=CC(C3)C2C1=O (stereo not given)	1%	i	3%	8%	-36%	-20%	-1%	12%	0%
19	COCCn1ccc2c(OCC(=O)Nc3cccc(OC)c3)cccc2c1=O	.	.	.	8%	16%	i	-1%	-4%	2%
20	O=C1CCC(CCC(=O)N2CCCC(C(=O)c3cccc(C(F)(F)F)c3)C2)=NN1 (stereo not given)	1%	i	3%	-11%	2%	-11%	-8%	-2%	-8%

The list goes on.
No.	SMILES	aSyn yeast inh	Akt phos inh	Mm-Cpn inhibitor	GLP1R inv ag	FUS suppressor	PTHR1 ag	HEK293 tox	Abeta yeast res	TDP-43 yeast inh
21	OC(c1ccc(CN2CCCCC2)cc1)c1ncc(-c2ccccc2)[nH]1 (stereo not given)	-3%	i	.	10%	-11%	?	1%	-26%	-19%
22	Cc1ccc(CCNC(=O)Cn2nc(-c3ccc(C)cc3)ccc2=O)cc1	.	.	.	-7%	17%	11%	9%	16%	?
23	CC(C)(C)OC(=O)N1CCC(NC(=O)c2[nH]cnc2C(=O)Nc2ccccc2)CC1	-13%	i	0%	-12%	1%	18%	7%	0%	?
24	CCCOc1ccc2c(=O)c(N3C(=O)c4ccccc4C3=O)c(C)oc2c1	-5%	i	-4%	4%	19%	-7%[57.5 µM]	-7%	-33%[inhibitor]	-7%
25	CCOc1cc2c(C#N)c(N(CC)CC)nc(N)c2c(N)n1	9%	i	.	42%[activator]	22%	i	-14%	-18%	0%
26	O=C(CCN1C(=O)c2ccccc2C1=O)N1CCOCC1	-6%	i	-3%	19%	16%	i	-12%	-8%	-31%
27	CCOc1ccccc1N1CCN(Cc2c(C)n(C)n(-c3ccccc3)c2=O)CC1	-4%	i	2%	11%	-10%	i	-3%	-17%	-21%
28	O=C(NC1CC1)C(Cc1ccccc1)NS(=O)(=O)c1ccccc1F (stereo not given)	4%	i	0%	2%	-1%	i	4%	-12%	-5%
29	CCN(CC)S(=O)(=O)c1cc(NC(=O)CCCOc2ccc(C(C)=O)cc2)ccc1C	-3%	i	-1%	?	18%	-10%	15%	-1%	1%
30	S=C1NC2(CCCC2)N=C1c1ccccc1	2%	i	2%	-12%	-15%	i	6%	.	30%
31	COC(=O)C1C2C=CC3(CN(c4cccc(Cl)c4)C(=O)C13)O2 (stereo not given)	-2%	i	0%	3%	-8%	-14%	-7%	0%	10%
32	CC(OC(=O)C1CC2CCCC(C1)C2=O)C(=O)Nc1cccc([N+](=O)[O-])c1 (stereo not given)	0%	i	0%	1%	-15%	i	-14%	-9%	9%
33	CC(C)OC(=O)/C(=C\c1cccc2ccccc12)NC(=O)c1ccccc1	4%	i	0%	10µM*	10%	i	5%	-28%	-17%
34	COc1cc(NC(=O)C2CCN(S(=O)(=O)c3cccnc3)CC2)cc(OC)c1OC	4%	i	.	1%	-16%	i	27%	16%	6%
35	O=C(/C=C/c1ccc(Cl)cc1Cl)N(Cc1ccc(Cl)cc1)C1CCS(=O)(=O)C1 (stereo not given)	6%	i	1%	9%	.	i	6%	16%	11%
36	O=C(Oc1ccc2c(c1)CCC2)N1CCOCC1	3%	i	-2%	0%	25%	i	-2%	-3%	1%
37	CCN(C(=O)Nc1ccccc1OC)c1c(N)n(Cc2ccccc2)c(=O)[nH]c1=O	0%	.	0%	0%	-2%	-9%[57.5 µM]	-2%	-4%	-7%
38	COc1cc(-c2cc(C(=O)Nc3ccncc3)c3ccccc3n2)cc(OC)c1OC	-8%	i	1%	?	4%	-10%	-21%	19%	2%
39	COC(=O)c1ccccc1NC(=O)CCC(=O)N1CC(C)Sc2ccccc21 (stereo not given)	.	.	.	-27%	39%	-44%[inhibitor]	3%	10%	18µM*
40	COc1ccccc1CCC(=O)NC1CCCN(c2ccc(C(F)(F)F)cn2)C1 (stereo not given)	1%	i	?	10%	4%	0%	1%	-8%	22%

The listing continues:
No.	SMILES	aSyn yeast inh	Akt phos inh	Mm-Cpn inhibitor	GLP1R inv ag	FUS suppressor	PTHR1 ag	HEK293 tox	Abeta yeast res	TDP-43 yeast inh
41	O=C(CCc1ccccc1)Nc1ccnn1C1CCN(Cc2ccc(OCCO)cc2)CC1	2%	i	1%	15%	-5%	i	-4%	-2%	3%
42	COC(=O)C1=C(C)Nc2nc3ccccc3n2C1c1cc(OC)c(OC)c(OC)c1 (stereo not given)	-1%	i	1%	1%	5%	i	0%	3%	2%
43	Cc1ccccc1Cn1c(=N)n(CC(=O)c2ccco2)c2ccccc21	7%	i	0%	?	23%	-8%[57.5 µM]	?	16%	-5%
44	Cc1ccc(S(=O)(=O)/C(C#N)=C/c2c(N3CCC(C(N)=O)CC3)nc3c(C)cccn3c2=O)cc1	9%	i	1%	0%	?	-9%[57.5 µM]	-6%	1%	-12%
45	CCC(=O)Nc1ccc(/C(C)=N/NC(=O)c2c(-c3ccccc3Cl)noc2C)cc1	-7%	i	0%	-5%	.	i	-6%	-6%	15%
46	Cc1ccc(NC(=O)C2CCN(S(=O)(=O)c3c(C)noc3/C=C/N(C)C)CC2)cc1	-3%	i	-5%	?	?	-14%	-1%	-5%	-6%
47	CC(=O)CCc1oc2ccc(NC(C)=O)cc2c1-c1ccc(C)o1	-15%	i	0%	-17%	13%	-41%[inhibitor][57.5 µM]	-6%	-16%	-10%
48	N[C@@H](Cc1ccccc1)c1nnc(SC/C=C/c2ccccc2)o1	2%	i	-23%	-29%	2%	-24%	-3%	2%	-1%

Arranged by molecular weight (largest number first): part of the list above.
No.	SMILES	aSyn yeast inh	Akt phos inh	Mm-Cpn inhibitor	GLP1R inv ag	FUS suppressor	PTHR1 ag	HEK293 tox	Abeta yeast res	TDP-43 yeast inh
46	Cc1ccc(NC(=O)C2CCN(S(=O)(=O)c3c(C)noc3/C=C/N(C)C)CC2)cc1	-3%	i	-5%	?	?	-14%	-1%	-5%	-6%
16	CSCc1ccc(C(=O)N2CCC(CCC(=O)N(C)Cc3ccccc3)CC2)o1	-4%	i	1%	-15%	18%	-12%	-10%	-3%	-11%
23	CC(C)(C)OC(=O)N1CCC(NC(=O)c2[nH]cnc2C(=O)Nc2ccccc2)CC1	-13%	i	0%	-12%	1%	18%	7%	0%	?
19	COCCn1ccc2c(OCC(=O)Nc3cccc(OC)c3)cccc2c1=O	.	.	.	8%	16%	i	-1%	-4%	2%
43	Cc1ccccc1Cn1c(=N)n(CC(=O)c2ccco2)c2ccccc21	7%	i	0%	?	23%	-8%[57.5 µM]	?	16%	-5%
5	N#CC[C@H](Cc1ccccc1)N1CC[C@@H](O)CCC1=O	0%	i	-1%	-7%	-23%	-17%	2%	-6%	4%
18	NC(=O)CN1C(=O)C2C3C=CC(C3)C2C1=O (stereo not given)	1%	i	3%	8%	-36%	-20%	-1%	12%	0%

Source: PubChem BioAssay
